High-throughput results from PubChem.
Pf Dd2 inh – Plasmodium falciparum Dd2 growth inhibition; P. falciparum Dd2 growth, SYBR Green, 72 h; Potency, µM (series often up to 28.9 µM), without a hit: at the top dose activity, negative = inhibition, hits mostly inhibitors; actives 4.3% (n = 120,000); AID 1347417; active = well fitted inhibition curve with a large enough effect; inconclusive = small, poorly fitted or top-dose-only effect; inactive = no such curve, though single readings can be large or run the other way;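 also: plate controls were DMSO vehicle for no effect and reference drug for full effect; nearly all actives have a fitted effect of over 65% in size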
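Readout: SYBR Green fluorescence, 485 nm excitation, 535 nm emission, after ~16 h lysis at 37C. Before that, Dd2-infected red cells (2.5% hematocrit) grew 72 h with compound, 29 uM top final concentration.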
Starred values were filed as active, the others as inactive; i = inactive; ? = inconclusive; [ ] = dose if it differs, or a comment. Potency is read from the fitted curve at half-maximal effect. A portion of the library. The share of hits here may be higher or lower than overall.

smiles,Pf Dd2 inh
COCCc1noc(-c2nc(-c3ccc(Cl)cc3)no2)n1,1.0%
CCc1nc2c(c(-c3ccc(Cl)cc3)n1)CN(C(=O)Cc1cccc(Cl)c1)CC2,4.47µM*
Cc1cc(Cl)ccc1OCC(=O)N(Cc1ccc(N(C)C)cc1)CC1CCCO1 (stereo not drawn),?
CC(=O)N1c2ccccc2C(=O)C1N1CCN(c2cc(Cl)ccc2C)CC1 (stereo not drawn),?
CCC1CCCCN1S(=O)(=O)c1ccc(C(=O)Nc2sc3c(c2C(N)=O)CCC3)cc1 (stereo not drawn),-2.5%
CCn1nc(C)c(C(=O)NC(C)c2cnc(-c3ccncc3)nc2C)c1C (stereo not drawn),-15.1%
Cc1noc(C)c1S(=O)(=O)N1C[C@@H]2CCN(C)C[C@]2(C(=O)O)C1,-4.2%
CCN(Cc1noc(CC(C)C)n1)C(=O)c1ccc(C2CCCNC2)cc1 (stereo not drawn),?
Cn1c2c(c(=O)n(C)c1=O)C(c1ccccc1C(F)(F)F)CC(=O)N2 (stereo not drawn),i
COc1ccc(-c2nc(C)nc3c2CCN(C(=O)c2ccccc2F)CC3)cc1,i
CC(Cn1ccnc1-c1cc2n(n1)CCCNC2)N1CCN(C)CC1 (stereo not drawn),-0.9%
O=C(NC1CCN(c2cc(-c3ccc(Cl)cc3)[nH]n2)C1)c1ccc(Br)o1 (stereo not drawn),12.6µM*
O=c1c2nc(-c3ccccc3C(F)(F)F)ccc2ncn1C1CC1,-20.0%[44.1 µM]
CC(C)C1CN(C(=O)c2ccccc2-c2ncc[nH]2)CCC(=O)N1CC1CC1 (stereo not drawn),9.7%
CCn1c(C(=O)N2CCCC(C(=O)N3CCN(c4cc(C)ccc4C)CC3)C2)cc2sccc21 (stereo not drawn),?
Cc1ccc(CCNC(=O)CCS(=O)(=O)c2ccc3c(c2)oc(=O)n3C)cc1,i
COc1ccccc1N1CCN(C(=O)Cn2c(C)cc3nc4n(c(=O)c32)CCCCC4)CC1,i
CC1=C[C@@H](CO)[C@H](C(C)C)C[C@H]1Cc1nnc(-c2ccc(N(C)C)cc2)o1,2µM*
CC(C)CCO[C@H]1COCCN(C2CCN(C)CC2)C1,-19.5%[44.1 µM]
NC1CCCCN(C(=O)c2ccc3n[nH]nc3c2)C1 (stereo not drawn),-8.1%
O=C(CCC1CCCC1)NCCC1CCN(C(=O)Nc2cc(F)ccc2F)CC1,-20.1%
CC(=O)c1c(C)nn(C(C)CC(=O)NCc2cc3n(n2)CCNC3)c1C (stereo not drawn),-3.1%
CCn1c(SC)nc2c([nH]c3ccccc32)c1=O,106.1%[activator]
CC(=O)N1CCC2(CC1)N(CC1CC1)C(=O)CS2=O (stereo not drawn),3.0%
CCNC(=O)[C@@H]1C[C@H](NC(C)=O)CN1C1CCN(c2ccc(C)cc2)CC1,24.3%
O=C(c1ccc(F)c(F)c1)N1CCC(n2cnnc2C2CC2)CC1,-2.5%
COc1ccc(-c2cc3nc(C4CCN(C(=O)OC(C)(C)C)CC4)c(C(=O)Nc4cc(C)cc(C)c4)cn3n2)cc1,?
COCCN1CCCCCC(O)c2cc(C(=O)Nc3ccc(C)cc3)ccc21 (stereo not drawn),i
CC(C)CC(=O)NC1CCN(c2cn[nH]c(=O)c2)CC1,-11.3%
Cc1ccc(C(=O)N2CCN(c3nnc4ccccn34)CC2)cc1,-13.8%

Compounds shown so far that contain an NH in an aromatic ring (5):
smiles,Pf Dd2 inh
O=C(NC1CCN(c2cc(-c3ccc(Cl)cc3)[nH]n2)C1)c1ccc(Br)o1 (stereo not drawn),12.6µM*
CC(C)C1CN(C(=O)c2ccccc2-c2ncc[nH]2)CCC(=O)N1CC1CC1 (stereo not drawn),9.7%
NC1CCCCN(C(=O)c2ccc3n[nH]nc3c2)C1 (stereo not drawn),-8.1%
CCn1c(SC)nc2c([nH]c3ccccc32)c1=O,106.1%[activator]
CC(C)CC(=O)NC1CCN(c2cn[nH]c(=O)c2)CC1,-11.3%

(continued)
smiles,Pf Dd2 inh
CN1C(=O)c2ccccc2Sc2ccc(NC(=O)Nc3ccccc3F)cc21,-13.7%
Cc1c(-c2ccccc2)[nH]c2c(CNC(=O)CCn3cnnn3)cc(Cl)cc12,-3.5%
CC1=C(c2ccc(C)c(C)c2)S(=O)(=O)N=C1N1CCC(C(=O)NC(C)c2ccccc2)CC1 (stereo not drawn),19.7%
COc1ccc(NC(=O)CSc2ccc3nc(-c4ccccc4)cn3n2)cc1OC,3.3%
CNC(=O)c1cc[nH]c1C1CCCN(C(=O)c2cc(C3CC3)[nH]n2)C1 (stereo not drawn),-4.7%
Cc1cncc(C(=O)N2C[C@@H](COc3ccccc3)[C@H](C(N)=O)C2)c1,-3.4%
N#Cc1ccccc1Cn1c(SCC(=O)NCc2ccccc2)nc2ccccc21,18.7%
Nc1ncccc1CN1C[C@H](c2ccc3c(c2)OCO3)[C@@H]2[C@H]1C1CCN2CC1,?
COc1ccc(-c2nc(C(C)C)nc3c2CCN(C(=O)C2CC2)CC3)cc1,i
O=C(/C=C/c1ccco1)Nc1ccc(F)cc1,-14.3%
COCCOC1CCN(C(=O)c2ccc3[nH]ccc3c2)CC1,23.2%
COc1ccc2c(c1)c1c(c(=O)n(Cc3ccccc3)c(=O)n1Cc1ccccc1Cl)n2C,38.7%[activator]
Cc1ccc(CNC(=O)c2c(O)nc3c(C)cccn3c2=O)cc1,53.7%[activator]
COc1ccccc1NC(=O)c1nnn(-c2ccc(F)cc2)c1C,18.0%
Cc1cccc(NC(=O)CC2CCCN(c3cnn(CC4CC4)c(=O)c3)C2)c1 (stereo not drawn),?
CS(=O)(=O)N1CCc2ccc(S(=O)(=O)NCC3CCCO3)cc2C1 (stereo not drawn),1.9%
COc1ccc2[nH]c3c(c2c1)CCNC31CCN(C(=O)c2cccnc2)CC1,-11.6%
COCCOC(=O)c1c(C)oc2c1cc(NS(=O)(=O)c1ccc(Cl)c(C)c1)c1ccccc12,-24.2%
Cc1ccc(OCC(=O)c2ccc3c(c2)N(CCCC(=O)N2CCCC2)C(=O)CO3)cc1C,-3.9%
Cc1ccc(NS(=O)(=O)c2ccccc2)c(=O)n1CC(=O)N(C)Cc1ccccc1,i
CCOc1ccc(S(=O)(=O)NCCc2csc(-c3ccc(Cl)cc3)n2)cc1,i
COc1cccc(CNC(=O)[C@@H]2C[C@@H](O)CN2C2CCN(C(=O)COc3cccc(C)c3)CC2)c1,?
Cc1cccc(OC[C@H]2C[C@@H](NC(=O)c3ccno3)[C@H](O)[C@@H]2O)n1,21.8%[44.1 µM]
CCOCCCNC(=O)c1cc2c(=O)n(C)c3ccccc3c2n1C,7.9%
O=C(CSc1nc2ccccc2nc1Cc1ccccc1)Nc1ccccc1C(F)(F)F,i
COc1ccc2nc([C@H]3CCN(Cc4ccc(C(=O)O)cc4)C3)[nH]c2c1,-14.8%[44.1 µM]
COc1ccccc1CN1CCC(CN(CC(C)C)C(=O)C2C=CCN2)CC1 (stereo not drawn),?
CC(=O)Nc1ccc(CN2C(=O)OC3(CCN(C(=O)c4scnc4C)CC3)C2(C)c2ccccc2)cc1 (stereo not drawn),-3.0%
COc1ccc(CCNC(=O)C2CCN(c3ncnc4c3nc3n4CCCCC3)CC2)c(OC)c1,?
N#Cc1ccccc1CN1CCC([C@@H]2CNC[C@H]2CO)CC1,?

Entries above that have a thiophene ring, fused or not, in the order listed:
smiles,Pf Dd2 inh
CCC1CCCCN1S(=O)(=O)c1ccc(C(=O)Nc2sc3c(c2C(N)=O)CCC3)cc1 (stereo not drawn),-2.5%
CCn1c(C(=O)N2CCCC(C(=O)N3CCN(c4cc(C)ccc4C)CC3)C2)cc2sccc21 (stereo not drawn),?

(next part)
structure | Pf Dd2 inh
CCc1ccc(CNC(=O)C2CCCCC(=O)N2)cc1 (stereo not drawn) | 24.4%
CCOc1ccc(CC(=O)N2CCC(Cc3nc(C(C)C)no3)CC2)cc1OCC | i
CN1CCN(C(=O)CC[C@H]2CNC(=O)[C@@H]3[C@@H](CCN3C3CCOCC3)N2C)CC1 | 0.5%[44.1 µM]
COC1C(=O)N(C2CCN(C(=O)c3ccoc3)CC2)C12CCOCC2 (stereo not drawn) | 21.2%
COc1ccc(-c2noc(C(=O)O)c2[C@@H](C)NC(=O)C2CCCCC2)cc1 | -20.6%[44.1 µM]
CCc1ccc(CNC(=O)c2cc3ccccn3n2)cc1 | 12.3%
OC1(CN2CCC(OCc3ccccn3)CC2)CNCCOC1 (stereo not drawn) | -18.8%
Cc1ccccc1NC(=O)Nc1ccnn1C1CCN(C(=O)[C@@H](N)CO)CC1 | -0.1%
Cc1nnc(-c2cc(-c3cccc(F)c3)ccn2)n1CCc1ccccc1 | -11.2%[44.1 µM]
O=C(CSCn1nnc2c(=O)[nH]c(Cc3ccc(F)cc3)nc21)Nc1cccc(C(F)(F)F)c1 | 57.3%
COc1ccccc1NC(=O)CSc1oc(-c2ccc(F)cc2)nc1S(=O)(=O)c1ccc(Br)cc1 | ?
COc1ccc(CNC(=O)C2CN(c3ccc(Cl)cc3)C(=O)N2)cc1 (stereo not drawn) | -11.0%
COCCN1CC2(CCCN(Cc3ccccc3OC)C2)CCC1=O (stereo not drawn) | -29.3%
CC(=O)N1CCC(N2CCOC[C@H]2c2ncc(-c3cccnc3)[nH]2)CC1 | 28.5%[44.1 µM]
COCCOCC1(CNC(=O)c2cc(C)nn2C)C[C@@H](O)[C@@H](O)C1 (stereo partly drawn) | -22.5%[44.1 µM]
Cc1cc(C)n(CCc2nc3c4ccccc4nc(SCc4ccc(F)cc4)n3n2)n1 | -8.3%
C=CCNC(=O)N[C@H]1CCN(C(=O)CSC)[C@@H]1C(=O)N1CCC[C@@H]1C(N)=O | 8.5%[44.1 µM]
CC(C)CC(=O)Nc1ccc(C(=O)OCc2cc(=O)n3nc(C(C)C)sc3n2)cc1 | ?
COc1ccc(N(CC(=O)N2CCc3ccccc3C2)S(=O)(=O)c2ccccc2)cc1 | 34.5%[activator]
O=C(NCCC1CCN(C(=O)Nc2ccc(F)cc2F)CC1)c1cc(F)ccc1F | -23.6%
O=C(c1ccccn1)N1CCCC(c2nc(CCOCC3CCOCC3)no2)C1 (stereo not drawn) | -8.5%
Cc1cccc(Oc2nc3ccccn3c(=O)c2/C=C(\C#N)c2nc3ccccc3s2)c1C | i
O=C1c2c(nc(CN3CCN(c4ccccn4)CC3)n2Cc2ccccc2)NCCN1CC1CC1 | ?
COc1cccc(-c2cc3c(=O)n(CCNC(=O)c4c(F)cccc4F)ccn3n2)c1 | -13.6%
COc1cccc(C(=O)Nc2cccc(-c3cn4ccsc4n3)c2)c1OC | i
O=C(NC1CC1)c1nc(-c2cccc(C(F)(F)F)c2)c2cnccn12 | ?
O=C1Nc2ccccc2CC12CCN(Cc1cncs1)CC2 | i
CCN(CC)c1ccc(C(=O)NCc2nc3cccnc3n2Cc2ccc(C)cc2)cc1 | -3.5%
COc1cc(C(=O)NCC(c2cccnc2)N2CCc3ccccc32)cc(OC)c1OC (stereo not drawn) | ?
COc1ccc(S(=O)(=O)N(CC(=O)NCc2ccc(C)cc2)c2ccc(Cl)cc2)cc1 | 16.3%
C[S+](=O)([O-])N1Cc2ccccc2CC12CN(C(=O)Nc1ccccc1)C2 | -21.7%
Cc1ccc(N2CC(NC(=O)c3ccco3)CC2=O)cc1C (stereo not drawn) | 35.0%[activator]
COC[C@@H]1CN(C(=O)Cc2cccc(OC)c2)C[C@H]1c1nc(C)no1 | 13.6%
CC(C)N1CCN(C2CCOC3(CCN(C(=O)NCc4ccccc4)CC3)C2)CC1 (stereo not drawn) | 5.6%
CCN(CC)Cc1cc(-c2nc(C3CCOC3)no2)c(-c2ccccc2)o1 (stereo not drawn) | ?
Cc1ccsc1-c1[nH]nc2ncc(-c3ccc(CO)cc3)nc12 | i
CC(=O)N1CCN(C(=O)C[C@@H]2c3nc(NC(=O)C(C)(C)C)sc3C[C@@H]3[C@](C)(CO)[C@H](O)CC[C@]32C)CC1 | -13.7%
O=C(c1ccccc1)N1CC2(CCCCN2Cc2cccnc2)Cc2ccccc21 (stereo not drawn) | 10µM*
N#Cc1c(C(F)(F)F)cc(-c2cccs2)nc1SCc1ccc(F)cc1 | 15.7%
CCCCc1nn2c(=O)cc(COC(=O)c3ccc(NC(=O)c4cccc(OC)c4)cc3)nc2s1 | -4.0%
CCCCOc1ccc(NC(=O)CSc2ccc(C(=O)O)cn2)cc1 | 25.6%
COCc1noc(CCNC(=O)C2CCN(C(=O)C3CC3)CC2)n1 | 6.3%
c1cc2c(cc1-c1cn3c(n1)CO[C@@H](CNC1CCOCC1)C3)OCCCO2 | ?
CCN(CC)Cc1c(NC(=O)c2ccc(OC)cc2)sc2c1CCCC2 | i
COc1ccc(CNC(=O)C2CCc3sc(C(=O)N(C)C)cc3C2)cc1 (stereo not drawn) | -4.9%

Structures from the list above that contain two or more sulfur atoms:
structure | Pf Dd2 inh
CCC1CCCCN1S(=O)(=O)c1ccc(C(=O)Nc2sc3c(c2C(N)=O)CCC3)cc1 (stereo not drawn) | -2.5%
CS(=O)(=O)N1CCc2ccc(S(=O)(=O)NCC3CCCO3)cc2C1 (stereo not drawn) | 1.9%
CCOc1ccc(S(=O)(=O)NCCc2csc(-c3ccc(Cl)cc3)n2)cc1 | i
COc1ccccc1NC(=O)CSc1oc(-c2ccc(F)cc2)nc1S(=O)(=O)c1ccc(Br)cc1 | ?
N#Cc1c(C(F)(F)F)cc(-c2cccs2)nc1SCc1ccc(F)cc1 | 15.7%

More compounds follow.
structure | Pf Dd2 inh
CCNC(=O)N1CC(Oc2cccc(-c3nc(C)no3)c2)C1 | i[5.79 µM]
COc1ccc(-c2nc3ccccc3o2)cc1NC(=O)c1ccc(-c2cccc(Cl)c2C)o1 | 29.7%
Cc1cc(O)c(C(c2ccc(F)cc2)N2CCN(c3ccccc3)CC2)c(=O)n1Cc1ccco1 (stereo not drawn) | 73.5%[activator]
COc1ccc2[nH]c3c(c2c1)CCNC31CCN(S(=O)(=O)c2cn(C)cn2)CC1 | -8.4%
